aSyn tox rescue: alpha-synuclein toxicity suppression in yeast. S. cerevisiae alpha-synuclein toxicity rescue, BacTiter-Glo growth, 24 h. Potency, µM (top dose mostly 46.1 µM), without a hit: at the top dose growth rescue (activation), most hits filed as activators. 94,000 compounds, 0.02% hits; active = well fitted activation curve with a large enough effect; note: 0% is about no effect
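Growth restoration measured by BacTiter-Glo luminescence after 24 hr at 30 deg C; alpha-synuclein yeast, raffinose-pregrown to mid-log, were added at OD600=0.02 in galactose medium onto pinned compounds.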
The depositor's hits bear a star; & = joins results of further samples; [ ] = dose if it differs, or a comment. Potency is the fitted concentration of half-maximal effect.

A first look, six compounds:
SMILES	aSyn tox rescue
COc1ccc(OC)c(C2CC(=O)c3c([nH]c(C(=O)OCc4ccc(C)cc4)c3C)C2)c1 (stereo not given)	-9.9%
Cc1nnc(SCCn2c(N3CCC(Cc4ccccc4)CC3)nc3c2c(=O)[nH]c(=O)n3C)s1	-1.7%
COc1ccc(CNC(=O)C(=O)NCC(c2ccc3c(c2)OCO3)N2CCOCC2)cc1 (stereo not given)	-2.6%
COc1cc(OC)c(Nc2nc3ccc(C(=O)c4ccccc4)cc3n3c(C)nnc23)cc1Cl	-8.3%
O=C(COc1ccc([N+](=O)[O-])cc1)Nc1nc2c(s1)CCCC2	-10.9%
COc1ccc(C)cc1S(=O)(=O)N1CCN(C(=O)c2ncoc2-c2ccc(F)cc2)CC1	-6.0%

The listing (from the top)
SMILES	aSyn tox rescue
COc1ccc(OC)c(C2CC(=O)c3c([nH]c(C(=O)OCc4ccc(C)cc4)c3C)C2)c1 (stereo not given)	-9.9%
Cc1nnc(SCCn2c(N3CCC(Cc4ccccc4)CC3)nc3c2c(=O)[nH]c(=O)n3C)s1	-1.7%
COc1ccc(CNC(=O)C(=O)NCC(c2ccc3c(c2)OCO3)N2CCOCC2)cc1 (stereo not given)	-2.6%
COc1cc(OC)c(Nc2nc3ccc(C(=O)c4ccccc4)cc3n3c(C)nnc23)cc1Cl	-8.3%
O=C(COc1ccc([N+](=O)[O-])cc1)Nc1nc2c(s1)CCCC2	-10.9%
COc1ccc(C)cc1S(=O)(=O)N1CCN(C(=O)c2ncoc2-c2ccc(F)cc2)CC1	-6.0%
CC1CCN(C(c2ccccc2)c2sc3nc(-c4ccco4)nn3c2O)CC1 (stereo not given)	5.6%
COc1ccc(C2CC(=O)Nc3c2c(=O)nc2c(C)cccn32)cc1OC (stereo not given)	-0.2%
O=C1CCCN1CCCNc1ncccc1[N+](=O)[O-]	3.6%
Cc1ccc(NC2=C(c3ccc(C(F)(F)F)cc3)C(=O)c3ccccc32)cc1F	-1.8%
COc1cc(OC)c(NS(=O)(=O)c2c(C(=O)N3CCC(C)CC3)c(C)n(C)c2C)cc1Cl	-5.6%
COc1ccc(N(C)C(=O)c2nn(-c3ccc(C)cc3)c(=O)n(C)c2=O)c(OC)c1	-2.4%
CCc1cc2cc3c(cc2nc1SCC(=O)OC(C)C)OCO3	1.1%
CC(=O)Nc1ccc(S(=O)(=O)NCC2CCC(C(=O)NCc3ccccc3)CC2)cc1 (stereo not given)	6.3%
CCN(CC)c1nc(-c2ccc(C(C)(C)C)cc2)nc2ccccc12	-40.2%[inhibitor]
CCCn1c2ccccc2c2cnn(CC(=O)NCc3ccccc3Cl)c(=O)c21	-9.0%
COc1ccc(CNC(=O)CN(c2ccccc2OC)S(=O)(=O)c2ccc(C)cc2)cc1	-2.3%
Cc1ccc(S(=O)(=O)NC(C(=O)Oc2cc3oc(=O)cc(C)c3cc2Cl)C(C)C)cc1 (stereo not given)	0.0%
CCCN(CC(=O)Nc1ccccc1C)C(=O)COC(=O)c1cnc(C)cn1	-2.9%
C[C@H](CO)N1C[C@H](C)[C@@H](CN(C)C(=O)OCc2ccccc2)OCc2cn(nn2)CCCC1=O	-8.3%
Cc1c(Cl)cccc1NC(=O)c1cnc2sc(N3CCOCC3)nn2c1=O	-4.1%
COc1ccc(OC)c(S(=O)(=O)N2CCC(n3c(C)nc4cccnc43)CC2)c1	9.5%
COCCn1c(SCC(=O)N2CCN(c3ccccc3)CC2)nc2c(c1=O)SC(C)C2 (stereo not given)	4.4%
CCC(C)NC(=O)c1nn(-c2ccc(C)cc2)nc1CO (stereo not given)	-4.3%
CSc1ccc(CCNC(=O)CCCn2c(=O)c3cccn3c3ccccc32)cc1	-0.6%

The listing continues:
SMILES	aSyn tox rescue
CCOc1ccc2nc(N3CCC(C(=O)N4CCN(c5ccccn5)CC4)CC3)sc2c1	2.4%
CCOC(=O)CS(=O)(=O)c1ccc(O)cc1	-1.5%
CCC(=O)Nc1ccccc1-c1nc2ccccc2n(CC(=O)c2ccc(C)cc2)c1=O	4.0%
CCCNC(=O)c1cc(S(=O)(=O)N2CCCCC2)ccc1N1CCOCC1	-2.5%
CCCCN(CC)CCNC(=O)c1cc2c(=O)n(CC)c3ccccc3c2s1	-7.2%&-5.5%
O=C(NCc1nnc(SCC(=O)N2CCN(c3ccccc3)CC2)o1)c1c(F)cccc1Cl	-1.4%
CN(Cc1ccc(Cl)cc1)C(=O)c1cc(S(=O)(=O)N2CCOCC2)ccc1N1CCCC1	0.8%
O=C(C1COc2ccccc2O1)N(Cc1cccnc1)c1nc2c(Cl)cccc2s1 (stereo not given)	-0.4%
CN(CC(=O)Nc1ccccc1Br)C(=O)CCc1ccccc1	8.1%
O=C(C1CC(c2ccc(F)cc2)=NO1)N1CCN(c2ccccc2)CC1 (stereo not given)	-2.0%
CCOCCn1ccc2c(OCC(=O)Nc3ccc(OC)c(OC)c3)cccc2c1=O	-2.9%
O=C(COc1ccccc1Cl)Nc1ccc2nc(SCC(=O)N3CCOCC3)sc2c1	0.5%
CCCCNc1cc(Cl)nc(N)n1	9.5%
CC1(C)CC(=O)c2cc(C#N)c(=O)n(-c3ccc(Cl)cc3)c2C1	-3.0%
COc1cccc(NC(=O)N(C)C[C@H]2Oc3cc(Br)ccc3S(=O)(=O)N([C@H](C)CO)C[C@H]2C)c1	0.5%
CCOC(=O)c1ccc(NC(=O)c2ncn(-c3ccccc3)n2)cc1	-0.1%
O=C(NCc1ccccc1Cl)C1CCN(C(=O)c2ccc(F)cc2)CC1	0.1%
CC(C)(C)c1ccc(-c2nnc(-c3ccccc3NC(=O)c3ccc(F)cc3F)o2)cc1	1.9%
CC(=O)CCSc1nnc(-c2cccc(S(=O)(=O)N3CCOCC3)c2)o1	-4.3%
C=Cc1ccc(Cn2c(C(=O)O)c(CNC3CCCCC3)c3ccc(C)cc32)cc1	-0.8%
CC(C)NC(=O)CN1C(=O)c2cccnc2Sc2ccccc21	-5.4%
CCN(CC(=O)Nc1ccccc1C(F)(F)F)C(=O)c1ccc(NC(=O)c2cccs2)cc1	12.4%
Cc1ccc(NC(=O)c2cc(S(=O)(=O)N3CCc4ccccc43)ccc2F)cc1Cl	3.9%
COc1ccc(/C=C/C(=O)Nc2nc(-c3cccs3)ns2)cc1	-6.1%
CCCCCOCC1CC(C/C(C)=N/NC(N)=S)C(=O)O1 (stereo not given)	3.3%

Continued.
SMILES	aSyn tox rescue
CCn1c(CC(=O)Nc2ccc(F)cc2)nnc1SCC(=O)NC1CCCC1	-3.6%
Cc1ccc2c(c1)C(c1ccccc1)N(C(=O)c1ccc(S(=O)(=O)N3CCOCC3)cc1)CC(=O)N2 (stereo not given)	-1.3%
CC(C)[C@H](NC(=O)c1ccco1)C(=O)NCc1ccccc1	-0.3%
O=C(CSc1nc2ccccc2c(=O)n1Cc1ccco1)Nc1cccc(O)c1	-8.7%
CN(C(=O)COC(=O)/C=C/c1cccc([N+](=O)[O-])c1)C1CCS(=O)(=O)C1 (stereo not given)	2.0%
COc1ccc(NC(=O)c2cnc(Nc3ccc(C)c(Cl)c3)c3ccccc23)cc1OC	1.3%
Cc1noc(Cn2c(=O)c3ccccc3n(CC(=O)Nc3ccc(C(C)C)cc3)c2=O)n1	-8.2%
Cc1cc(C)n(CCc2nc3c4ccccc4nc(SCc4ccc(Cl)cc4)n3n2)n1	8.9%
CCOC(=O)Cc1ccc(NC(=O)n2ncc3c(C)cccc32)cc1	-8.8%
Cc1ccc(NC(=O)CN2C(=O)S/C(=C\c3ccc(-c4cccc(C(=O)O)c4C)o3)C2=O)cc1C	7.3%
CCC(C(=O)Nc1cccc(Cl)c1C)n1nc(-c2ccc(C)cc2)ccc1=O (stereo not given)	6.8%
CCCc1cc(=O)[nH]c(SCC(=O)N2C(C)CCCC2C)n1 (stereo not given)	8.2%
CCOC(=O)c1sc(N)c(C(=O)Nc2ccccc2OC)c1C	-19.2%
O=S(=O)(NCC(c1ccco1)N1CCOCC1)c1ccc(Br)cc1 (stereo not given)	0.7%
CNC(=S)N(CCc1ccc(S(N)(=O)=O)cc1)C1CC(=O)N(c2ccccc2F)C1=O (stereo not given)	-5.6%
COc1ccc(OC)c(NC(=O)c2nc(S(=O)(=O)Cc3ccc(F)cc3)ncc2Cl)c1	-7.2%
Cc1ccc(C)c(NC(=O)Cn2c(=O)n(Cc3ccc4c(c3)OCO4)c(=O)c3ccc(C(=O)NC4CCCCC4)cc32)c1	10.3%
Cc1ccn2c(=O)nc(SCC(=O)OCc3ccccc3)nc2c1	-6.6%
Cc1ccc(OCc2ccc(-c3nc(C#N)c(N4CCN(c5cccc(Cl)c5)CC4)o3)o2)cc1	0.9%
O=C(c1cnn2c(C(F)(F)F)cc(-c3cccs3)nc12)N1CCOCC1	-1.1%
COc1ccc(C(C)=NOC(=O)c2c(-c3ccccc3Cl)noc2C)cc1CN1CCOCC1	-2.9%
CCOc1ccc(NC(=O)C2CCCN(C)C2)cc1 (stereo not given)	1.2%
COc1ccccc1/C=C/c1nc(C#N)c(NCC(C)C)o1	-2.1%
CCc1cccc2sc(NC(=O)C3CC3)nc12	-9.1%
O=C(c1ccccc1)c1cnc[nH]1	-8.3%

More results.
SMILES	aSyn tox rescue
Cc1ccc(Nc2ncc(C(=O)N3CCN(c4cccc(Cl)c4)CC3)c3ccccc23)cc1Cl	25.0%
CCOc1ccc(CCNC(=O)CSc2nnnn2-c2ccccc2)cc1OCC	-5.6%
CCOC(=O)c1c(NC(=O)c2ccc(F)cc2)sc2c1CCC(CC)C2 (stereo not given)	-2.6%
CCOc1cc(C(C(=O)NCC2CCCO2)N(C(=O)Cn2nnc3ccccc32)c2ccccc2C)ccc1O (stereo not given)	2.8%
CCOC(=O)COc1cc(-n2c(=S)[nH]c3ccccc3c2=O)c(Cl)cc1Cl	-2.5%
CCc1ccc(NC(=O)CC2C(=O)N(c3cccc(C)c3)C(=O)N2Cc2cccc(OC)c2)cc1 (stereo not given)	0.7%
COc1ccc(/C=C2\SC(=S)N(N3CCOCC3)C2=O)c(OC)c1	2.6%
C[C@@H]1CN([C@H](C)CO)C(=O)CCCn2nncc2CO[C@@H]1CN(C)C(=O)Nc1ccc(N2CCN(C)CC2)cc1	-9.4%
CCN(Cc1ccccc1)C(=O)CCNS(=O)(=O)c1ccc2c(c1)CC(C)N2C(C)=O (stereo not given)	0.1%
COc1ccc(C(c2sc3nc(C)nn3c2O)N2CCc3ccccc3C2)cc1 (stereo not given)	0.7%
COc1ccc(-c2cn3c(n2)sc2cc(C(=O)Nc4ccc(C)c(Cl)c4)ccc23)cc1	-0.6%
COc1cccc(OC)c1C(=O)Nc1ccc(-c2nc3ncccc3o2)cc1	8.3%
O=C(CNC(=O)c1ccc(F)cc1)OCc1cc(=O)n2nc(C3CCCCC3)sc2n1	-2.0%
CC1CCC(C(C)C)C(OC(=O)Cn2c(-c3ccc(Br)cc3)[n+](C)c3ccccc32)C1 (stereo not given)	-10.2%
O=C(NC1CCOC1=O)OCc1ccccc1 (stereo not given)	-5.8%
CC(=O)c1ccc(S(=O)(=O)N2CCN(C(=O)CSc3ccc(C)c(C)c3)CC2)cc1	17.1%
CCC1CCCCN1C(=O)COc1ccccc1NC(C)=O (stereo not given)	6.8%
COC(=O)CCN(C(=O)c1cc([N+](=O)[O-])cc([N+](=O)[O-])c1)c1ccccn1	10.9%
Cc1ccc(Nc2nnc(-c3ccc(C)c(S(N)(=O)=O)c3)c3ccccc23)cc1	-2.8%
CN(C)CCN(C)C1CN(Cc2ccc([N+](=O)[O-])cc2)S(=O)(=O)C1 (stereo not given)	2.6%
CC1=C(C(=O)Nc2cccnc2)C(c2ccc(F)cc2)n2nc(-c3cccc(C)c3)nc2N1 (stereo not given)	-10.7%
Cc1ccccc1Cn1cc(NC(=O)CCCn2nc([N+](=O)[O-])cc2C)cn1	-5.6%
COc1ccc(CCNC(=O)Cn2c(C)c3cnn(-c4ccccc4)c(=O)c3c2C)cc1OC	-0.7%
COc1ccc(NC(=O)CSc2nc(-c3ccc(OC)cc3)[nH]c2-c2ccc(OC)cc2)cc1	5.8%
COc1ccc(CCNC(=O)c2cc(-c3ccc(C)cc3)nc3n[nH]c(-c4ccc(F)cc4)c23)cc1OC	-6.2%

A draw from above in order of count of non-hydrogen atoms, lowest first.
SMILES	aSyn tox rescue
COC(=O)CCN(C(=O)c1cc([N+](=O)[O-])cc([N+](=O)[O-])c1)c1ccccn1	10.9%
CC1CCC(C(C)C)C(OC(=O)Cn2c(-c3ccc(Br)cc3)[n+](C)c3ccccc32)C1 (stereo not given)	-10.2%
CC1=C(C(=O)Nc2cccnc2)C(c2ccc(F)cc2)n2nc(-c3cccc(C)c3)nc2N1 (stereo not given)	-10.7%

(more compounds)
SMILES	aSyn tox rescue
O=C(c1cccc2ccccc12)N1CCN(c2ccc([N+](=O)[O-])c(N3CCOCC3)c2)CC1	6.0%
O=[N+]([O-])c1ccc2nc(NS(=O)(=O)c3ccccc3[N+](=O)[O-])sc2c1	-2.2%
Cc1ccc(Cl)cc1NC(=O)CSC1=Nc2ccccc2C2=NC(Cc3ccccc3)C(=O)N12 (stereo not given)	-1.6%
COc1cc(NC(=O)COC(=O)c2ccc(S(=O)(=O)N3CC(C)CC(C)C3)cc2)c(C)cc1[N+](=O)[O-] (stereo not given)	-1.9%
Cc1ccccc1C(=O)NC(C(N)=O)P(=O)(OC(C)C)OC(C)C (stereo not given)	2.3%
O=C1OCCC1Sc1nnc(-c2ccc(Cl)cc2Cl)o1 (stereo not given)	11.9%
CC(=O)N1CCCc2cc(S(=O)(=O)N3CCC(C(=O)N(Cc4ccccc4)C(C)C)CC3)ccc21	1.9%
CC(C)Oc1ccc(CNC(=O)c2ccc3c(c2)nc2n3CCOC2)cc1	3.0%
CCOC(=O)C1=C(CN2CCN(c3ccccc3)CC2)NC(=O)NC1c1ccc(C)cc1 (stereo not given)	-2.7%
CCCCn1c(C(C)NC(=O)c2ccccc2)nc2ccccc21 (stereo not given)	-7.9%
COc1cc2c(=O)c(S(=O)(=O)c3ccc(F)cc3)cn(Cc3ccc(Cl)cc3)c2cc1OC	-4.2%
CCNc1nc(NCC)nc(N(C#N)C(C)C)n1	0.8%
O=C(CSc1nc(=O)n2ccccc2n1)NCc1ccccc1Cl	2.8%

The list is partial; count on the stated rates, not on these rows.
